NTR1 ag: agonists of NTR1, primary screen, imaging, U2OS cells, beta-arrestin-GFP, high content (AID 493036) | Neurotensin receptor type 1 (Homo sapiens), P30989 | NTR1-U2OS beta-arrestin-GFP spot imaging, agonist mode | activation, % at 20 µM | hit rate 0.17% among 330,000;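 active = activation at or above 40% of the spot to cytoplasm intensity ratio, with at least 20 cells analyzed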;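 also: 0% = DMSO without peptide and 100% = 100 nM NTR1 peptide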
Target sequence (P30989 whole entry, looked up): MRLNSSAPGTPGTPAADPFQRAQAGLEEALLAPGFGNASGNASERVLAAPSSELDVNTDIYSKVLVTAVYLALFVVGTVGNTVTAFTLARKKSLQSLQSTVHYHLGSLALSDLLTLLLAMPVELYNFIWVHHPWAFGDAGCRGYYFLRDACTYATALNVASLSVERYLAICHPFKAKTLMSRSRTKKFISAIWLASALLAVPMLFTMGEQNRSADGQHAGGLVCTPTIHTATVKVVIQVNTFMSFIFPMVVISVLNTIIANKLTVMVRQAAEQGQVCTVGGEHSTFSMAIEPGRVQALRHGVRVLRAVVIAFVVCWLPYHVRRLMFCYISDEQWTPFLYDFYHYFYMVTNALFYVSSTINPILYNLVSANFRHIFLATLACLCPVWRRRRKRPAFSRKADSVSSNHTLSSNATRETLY
Myeloid diff MLP: induction of myeloid progenitor differentiation, primary screen, cell-based, flow cytometry, MLPCN library | hit rate 1% among 360,000 | calls only at 10 µM | AID 624256, 2012 | ER-HoxA9 myeloid progenitors, lysozyme-GFP differentiation;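 active = normalized GFP-positive differentiation at or above the plate's own cutoff, the solvent-only control mean plus 3 SD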;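 also: cells exposed to compound for four days before flow analysis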
T cell modulator: modulators of CD8 T cell-vesicle binding, primary screen, mouse 2C CD8+ T cells, flow cytometry. 2C CD8+ T cell-vesicle binding; stronger effect = lower value. hit rate 0.068% among 330,000. calls only at 7 µM;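 active = response, share of CD8 T cells binding vesicles, and their 90th percentile fluorescence all below set limits, cut at about 80% in these data, passing the limit was not always enough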
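Test system: purified 2C TCR transgenic mouse naive CD8+ T cells. Probe or stimulus: QL9-peptide-loaded Drosophila micro-vesicles bearing Ld, ICAM-1 and B7-1. Incubation: binding step 1.5 h, 37 °C, antibody labelling 20 min, ice. Measured by: flow cytometry of vesicle-bound cells.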
SV40 large T antigen: SV40 large T antigen inhibitors, biochemical (AID 1903); SV40 large T antigen ATPase/helicase inhibition assay; higher % means a stronger effect; inhibition, % at 20 µM; hits with a dose series show IC50 in µM; hit rate 0.39% among 310,000; in the data active = a potency from the dose series; also: strong numbers were not always called active
RSV CPE inhibition: RSV antiviral activity via CPE protection, HEp-2 cells, primary 10 µM value included (AID 2391). HEp-2 cells, RSV-induced CPE inhibition; higher % means a stronger effect. CPE inhibition, % at 10 µM, or IC50 in µM where a hit was titrated. hit rate 0.13% among 310,000; in the data active = a potency from the dose series; also: strong numbers were not always called active
Salmonella PhoP GFP: inhibitors of PhoP regulon expression, primary screen, Salmonella Typhimurium, GFP reporter (AID 1863) | S. Typhimurium PhoP-regulated promoter GFP reporter, 4 h; higher % means a stronger effect | inhibition, % at 50 µM; hits with a dose series show IC50 in µM | hit rate 0.16% among 300,000;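 active = inhibition over 29.93%, a cutoff 3 SD above the screen mean, later confirmed by dose response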;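 also: 0% = low Mg2+ inducing control and 100% = high Mg2+ repressing control; strong numbers were not always called active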
TNAP activators: human TNAP enzyme activators, primary screen, biochemical, luminescent, no phosphate acceptor, uHTS (AID 1001) | Alkaline phosphatase, tissue-nonspecific isozyme (Homo sapiens) | purified TNAP, luminescent activation assay, no phosphate acceptor; higher activation fold means a stronger effect | activation fold at 20 µM, or EC50 in µM where a hit was titrated | hit rate 0.03% among 200,000; in the data active = activation fold from about 3, or a potency from the dose series; inactive = the rest, 99 in 100 with activation fold below about 1.6; also: many of its hits are not listed in these tables
Rac1 GTP hydrolysis: MgcRacGAP GTPase-activating activity inhibitors, confirmation, biochemical, ADP Hunter fluorescence. Rac GTPase-activating protein 1 (Homo sapiens). MgcRacGAP-stimulated Rac1 GTP hydrolysis, ADP Hunter fluorescence; higher % means a stronger effect; GST-tagged Rac1 F28L mutant substrate. inhibition, % at 30 µM; hits with a dose series show IC50 in µM. hit rate 0.6% among 340,000. AID 624330, 2012;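 active = first-screen hits whose inhibition reached a set limit at any dose in the follow-up dose series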;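 also: fluorescence reports GDP produced by GAP-driven GTP hydrolysis; strong numbers were not always called active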
K1F lysis inhibition: inhibition of K1F phage lysis, E. coli UTI89, bacterial capsule biogenesis inhibitors, alamar blue (AID 488966); E. coli UTI89 K1F phage lysis, alamar blue, 2 h; higher % means a stronger effect; hit rate 0.02% among 340,000; inhibition, % at 100 µM, or IC50 in µM where a hit was titrated;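 active = phage lysis inhibition, versus mean bacterial control, above a set limit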;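 also: capsule biogenesis inhibitors block K1F phage lysis so surviving cells raise fluorescence; higher fluorescence means more inhibition of phage lysis; actives were called in the ten point dose series up to 300 µM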
T cell modulator vesicle-bound %: recorded beside T cell modulator, whose call it bears; double positive events, %; measured here: CD8+ vesicle-bound cell fraction;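 binding gate set so that unloaded-vesicle control wells show 10% double positive cells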
NTR1 ag cell count 20 µM: second read-out of NTR1 ag, no call of its own (marks repeat the call); cell count; measured here: cell count, cytotoxicity flag
Myeloid diff MLP GFP+ MAC1+ %: also measured in Myeloid diff MLP; calls as there; GFP+ MAC1+ double positive, %; measured here: differentiation confirmed by MAC1 staining
Active calls of the source: *; i = inactive; nt = not tested or not shown; + = active, no number; & = joins results of further samples; [ ] = another dose, or the depositor's remark.

SMILES	NTR1 ag	NTR1 ag cell count 20 µM	Myeloid diff MLP	Myeloid diff MLP GFP+ MAC1+ %	T cell modulator	T cell modulator vesicle-bound %	SV40 large T antigen	RSV CPE inhibition	Salmonella PhoP GFP	TNAP activators	Rac1 GTP hydrolysis	K1F lysis inhibition
O=C(O)c1ccc(S(=O)(=O)NCC2CCCCC2)cc1	0.4	54	i	0.5	i	23	3%	1.6%	1%	nt	13%	-0.2%[50 µM]
C=CCn1ncc(OC)c(Cl)c1=O	-0.2	53	i	5.1	i	20	21%	0.9%	3%	1	10%	-0.6%
OCCNc1nc(Cl)nc(NCc2ccco2)n1	-0.7	69	i	0.3	i	48	4%	-1.0%	-1%	1.1	4%	-1.0%[50 µM]
COc1cc(C(=O)OCC(=O)Nc2ccc(C(C)=O)cc2)ccc1OCC(=O)N1CCOCC1	-0.7	68	i	0.6	i	38	5%	1.6%	2%	1	6%	-2.0%
CCOc1ncccc1C(=O)Nc1c(C)n(C)n(-c2ccccc2)c1=O	-0.1	43	i	1.3	i	44	5%	1.2%	-5%	nt	-4%	0.3%
O=[N+]([O-])c1cccc2cn[nH]c12	0.0	61	+	2.2*	i	18	9%	2.1%	2%	0.6	1%	-7.8%
CC(=O)Nc1ccc(S(=O)(=O)Nc2ncccn2)cc1	1.7	53	i	6.0	i	40	3%	-0.7%	-20%	1.1	4%	1.2%
CC1(OC(=O)c2cccs2)C(=O)C=C2C=C(c3ccc(C#N)cc3)OC=C2C1=O (centres undefined)	-4.6	50	nt	nt	i	32	23%	1.1%	-1%	nt	nt	nt
Cc1ccc2c(CC(=O)NNC(=O)c3ccccc3)coc2c1	0.8	78	i	0.1	i	49	8%	0.7%	-7%	1.6	6%	-0.1%
NS(=O)(=O)c1ccc(CCNC(=O)c2ccc3c(=O)n4c(nc3c2)CCCCC4)cc1	-1.0	53	i	0.3	i	51	nt	nt	nt	nt	1%	0.4%[50 µM]
COCCn1nnnc1C(c1cccs1)N1CCN2CCCC2C1 (centres undefined)	-0.4	59	i	0.4	i	59	8%	-1.6%	4%	1	11%	0.9%
Cc1[nH]c(=O)[nH]c(=O)c1NS(=O)(=O)c1ccc2c(c1)CCCC2	-1.0	57	i	1.8	i	10	4%	0.5%	0%	1	-5%	-2.1%
CCC1(c2ccc(F)cc2)NC(=O)NC1=O (centres undefined)	-0.6	49	i	0.6	i	44	24%	1.9%	-6%	nt	10%	0.2%
COCCN1CC(O)=C(c2nc3ccccc3c(=O)[nH]2)C1=N	1.0	50	i	0.4	i	55	10%	2.7%	0%	0.9	1%	-0.1%
COc1cc(-c2noc(C)c2C#CC2(O)CCCCC2)cc(OC)c1OC	7.0	89	i	0.5	i	57	12%	-2.5%	-7%	nt	1%	-2.7%
CCn1nc(C(=O)Nc2nc3ccc(C)cc3s2)c2ccccc2c1=O	1.7	50	i	0.8	i	61	0%	1.1%	1%	1	3%	0.5%
COc1ccccc1NC(=S)NC(=O)c1ccc(Cn2cc(Br)cn2)cc1	4.7	59	i	0.5	i	8	17%	0.8%	4%	1	-2%	0.1%[50 µM]
CN(CCO)c1nc(N)c2c(N)nc3c(c2c1C#N)CC(=O)N3Cc1cccs1	-1.1	36	i	0.5	i	28	13%	39%	-1%	1.2	-2%	0.7%
COc1cc(CNCCNCC(C)O)ccc1OCc1ccc(Cl)nc1 (centres undefined)	1.3	51	i	0.2	i	22	12%	-0.5%	13%	1	11%	6.0%
CCN(CC)C(=O)C1CCCN(C/C=C/c2ccccc2)C1 (centres undefined)	0.4	61	i	2.0	i	35	0%	0.6%	3%	1.1	17%	-1.0%
COc1ccc(NC(=O)CCNS(=O)(=O)c2cccc(C(C)=O)c2)cc1S(N)(=O)=O	0.3	48	i	0.6	i	24	8%	2.2%	-2%	nt	0%	0.2%
CC(C)CNC(=O)c1c2c(nc3ccccc13)-c1ccccc1CC2	-1.5	92	i	1.3	i	9	-2%	2.0%	3%	1	4%	0.2%
CCCC(=O)Nc1nnc(-c2cccc(OCC)c2)s1	8.1	87	i	0.0	i	38	15%	0.3%	9%	1.2	7%	-1.9%
O=C(Nc1cc(C(F)(F)F)ccc1Cl)c1cc(C2CC2)on1	1.8	76	i	7.5	i	33	0%	-0.4%	-12%	1.1	5%	1.8%
COC(=O)c1ccccc1C(=O)N1CCCC(C(=O)c2cc(F)ccc2F)C1 (centres undefined)	-0.9	63	i	0.9	i	17	27%	-1.1%	-2%	1	7%	0.1%

Random excerpt: 6 records from the list, in no set order.
SMILES	NTR1 ag	NTR1 ag cell count 20 µM	Myeloid diff MLP	Myeloid diff MLP GFP+ MAC1+ %	T cell modulator	T cell modulator vesicle-bound %	SV40 large T antigen	RSV CPE inhibition	Salmonella PhoP GFP	TNAP activators	Rac1 GTP hydrolysis	K1F lysis inhibition
O=C(Nc1cc(C(F)(F)F)ccc1Cl)c1cc(C2CC2)on1	1.8	76	i	7.5	i	33	0%	-0.4%	-12%	1.1	5%	1.8%
COC(=O)c1ccccc1C(=O)N1CCCC(C(=O)c2cc(F)ccc2F)C1 (centres undefined)	-0.9	63	i	0.9	i	17	27%	-1.1%	-2%	1	7%	0.1%
CCOc1ncccc1C(=O)Nc1c(C)n(C)n(-c2ccccc2)c1=O	-0.1	43	i	1.3	i	44	5%	1.2%	-5%	nt	-4%	0.3%
COCCn1nnnc1C(c1cccs1)N1CCN2CCCC2C1 (centres undefined)	-0.4	59	i	0.4	i	59	8%	-1.6%	4%	1	11%	0.9%
COCCN1CC(O)=C(c2nc3ccccc3c(=O)[nH]2)C1=N	1.0	50	i	0.4	i	55	10%	2.7%	0%	0.9	1%	-0.1%
CC1(OC(=O)c2cccs2)C(=O)C=C2C=C(c3ccc(C#N)cc3)OC=C2C1=O (centres undefined)	-4.6	50	nt	nt	i	32	23%	1.1%	-1%	nt	nt	nt

More compounds.
SMILES	NTR1 ag	NTR1 ag cell count 20 µM	Myeloid diff MLP	Myeloid diff MLP GFP+ MAC1+ %	T cell modulator	T cell modulator vesicle-bound %	SV40 large T antigen	RSV CPE inhibition	Salmonella PhoP GFP	TNAP activators	Rac1 GTP hydrolysis	K1F lysis inhibition
COc1ccc(C(=O)COC(=O)c2sc(C)nc2C)cc1Cl	0.3	95	i	0.5	i	23	nt	1.9%	nt	nt	-1%	0.7%[50 µM]
O=C(NCc1ccccc1F)c1cc(=O)[nH]c2ccccc12	-1.1	58	i	1.1	i	21	-1%	0.9%	2%	nt	4%	0.4%
Cn1c(N)c(C(=O)COC(=O)COc2cc(Cl)c(Cl)cc2Cl)c(=O)n(C)c1=O	9.4	57	i	1.3	i	39	nt	nt	nt	nt	8%	-1.0%
c1ccc(C2=Nc3c(ccc4ccccc34)C(c3ccncc3)=NN2)cc1	1.7	81	i	0.5	i	47	3%	3.4%	7%	1	6%	0.6%
Cc1[nH]n(-c2ccccc2)c(=O)c1C=Nc1ccc(S(=O)(=O)N(C)C)cc1	2.2	40	i	0.2	i	40	11%	1.8%	-20%	1	2%	1.9%
O=C(NCC1CCCO1)c1cccc(S(=O)(=O)NCc2ccccc2)c1 (centres undefined)	-1.4	46	i	0.2	i	25	6%	1.4%	-4%	1	10%	0.0%
COc1ccc(-c2cc(C3CCN(CC(O)C(F)(F)F)CC3)[nH]n2)cc1 (centres undefined)	-0.1	74	i	0.3	i	52	23%	0.5%	1%	nt	nt	0.4%
CCN1C(=O)c2cccc3c(NC(=O)C4CCCCC4)ccc1c23	1.7	50	i	3.2	i	22	-1%	2.5%	11%	1.1	1%	1.1%[50 µM]
CCCCOc1ccc(NC(=O)c2cnc(C)cn2)cc1	-0.1	92	i	1.9	i	49	6%	11%	-3%	1	3%	-0.3%
CC1CN(S(=O)(=O)c2cccc3nsnc23)CC(C)O1 (centres undefined)	-1.1	55	i	4.7	i	27	6%	-0.8%	3%	1	3%	0.3%
COC1(OC)N=C(N)C2(C#N)C(c3ccc4c(c3)OCO4)C12C#N (centres undefined)	-1.3	38	i	1.2	i	15	11%	-0.5%	-8%	1.1	15%	0.5%
Nc1sc2c(c1C(=O)NC1CC1)CCCC2	0.7	55	i	1.5	i	25	nt	nt	nt	nt	25%	0.1%[50 µM]
Cc1cc(C)cc(NC(=O)CSc2nc(=O)n(CCCN3CCOCC3)c3c2CCCC3)c1	0.1	59	i	1.2	i	27	5%	-2.9%	3%	nt	7%	1.2%[50 µM]
CCCn1c(=O)c2ccccc2n2c(SCC(=O)Nc3cc(C)on3)nnc12	1.8	70	i	0.9	i	64	nt	0.8%	nt	1.1	10%	0.4%
Nc1ccc(C(=O)OCC(=O)Nc2ccc3c(c2)OCO3)cc1[N+](=O)[O-]	2.6	66	i	0.3	i	54	-3%	1.0%	11%	1.1	9%	10%
O=Cc1ccc(-c2ccc(C(=O)O)cc2)o1	1.1	59	i	0.6	i	17	17%	-1.7%	-11%	nt	4%	-0.7%[50 µM]
Cn1c(SCC(=O)NNC(=S)Nc2ccccc2)nnc1-c1ccccc1	-1.0	39	i	0.6	i	30	15%	nt	-11%	nt	10%	-1.9%
NS(=O)(=O)c1ccc(NC(=S)NCc2ccccc2Cl)cc1	-1.4	66	i	4.7	i	44	0%	7.0%	5%	1	5%	-6.2%
COC(=O)c1cc(-c2cccc(OC)c2)n[nH]1	-1.6	70	i	0.9	i	35	2%	-0.2%	3%	0.5	-3%	0.0%
O=C(Cc1cc(=O)[nH][nH]1)N/N=C/c1cccc(Cl)c1Cl	0.0&-1.0	97&35	i	0.1&0.4	i	52&54	23%&20%	6.5%&-0.9%	4%&-3%	1.1&1	6%&3%	0.1%&3.3%
Cn1c(=O)c(=O)n(C)c2cc(S(=O)(=O)N3CCCC3C(=O)NCc3cccnc3)ccc21 (centres undefined)	0.3	43	i	0.1	i	29	2%	-0.4%	-6%	nt	14%	-0.4%[50 µM]
O=C(c1ccco1)N1CCN=C1SCc1cccc(F)c1	-1.0	63	i	1.3	i	35	4%	0.8%	2%	1	2%	-2.3%
O=C(NC(CC(=O)N1CCN(c2ccccc2)CC1)c1ccccc1)c1ccccc1Cl (centres undefined)	-1.4	76	i	0.9	i	47	15%	0.1%	-3%	1.2	10%	-1.2%
C=C(C)c1cccc(C(C)(C)NC(=O)Nc2ccc(OC)nc2)c1	1.3	70	i	0.6	i	25	-3%	4.0%	7%	nt	1%	-0.3%
CCCC[n+]1ccn(-c2nc3ccccc3nc2[N-]S(=O)(=O)c2cccs2)c1	2.1	64	i	1.2	i	45	6%	nt	-10%	nt	9%	-0.4%

Source: PubChem BioAssay (several laboratories)
